# Bioassay records from PubChem BioAssay.
# CHRM1 antagonist = blocks human M1 muscarinic receptor | CHO-K1 hM1, Fluo-8 calcium fluorescence, ACh EC80 antagonist | inhibition, % at 3 µM | 1.3% of 360,000 active | AID 588852;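 active means percent inhibition above its own plate's cutoff, namely the mean of that plate's compound wells plus 3 SD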;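 further: peak over basal fluorescence ratio during 140 s after agonist addition; 0% = ACh EC80 plus DMSO and 100% = DMSO alone without agonist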
# Target sequence (P11229 whole entry, looked up): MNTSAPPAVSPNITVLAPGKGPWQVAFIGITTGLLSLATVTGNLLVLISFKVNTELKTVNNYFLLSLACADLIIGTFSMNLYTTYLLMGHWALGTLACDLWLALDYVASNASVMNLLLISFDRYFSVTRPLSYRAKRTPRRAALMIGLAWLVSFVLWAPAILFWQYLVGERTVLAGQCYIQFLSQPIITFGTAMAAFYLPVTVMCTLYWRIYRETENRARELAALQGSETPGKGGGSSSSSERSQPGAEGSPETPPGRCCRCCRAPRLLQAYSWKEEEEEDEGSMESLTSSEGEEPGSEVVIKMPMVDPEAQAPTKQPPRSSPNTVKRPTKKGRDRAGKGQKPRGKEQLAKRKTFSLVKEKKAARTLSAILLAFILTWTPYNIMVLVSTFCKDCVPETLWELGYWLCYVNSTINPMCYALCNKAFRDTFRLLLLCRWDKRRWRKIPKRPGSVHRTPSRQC
# M5 antag = blocks acetylcholine activation of human M5 receptor; AID 624040; CHO-hM5 cells, Fluo-8 calcium fluorescence, ACh EC80; P08912; 0.59% of 360,000 active; inhibition, % at 3 µM;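 active means inhibition above a per-plate cutoff, the mean of that plate's test compounds plus 3 SD, cut at about 27% in these data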;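 further: 0% = acetylcholine EC80 with DMSO and 100% = DMSO without agonist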
# M1 PAM = positive allosteric modulators of human M1 muscarinic receptor; activation, % at 3 µM; CHO-K1 hM1, Fluo-8 calcium fluorescence, ACh EC20; 0% = ACh EC20, 100% = maximal ACh; 0.088% of 360,000 active; in the data active means activation above about 19%, passing the limit was not always enough
# CHRM4 antagonist = CHRM4 antagonism in calcium assay; inhibition, % at 3 µM; P08173; AID 624125; 0.73% of 360,000 active; CHO-hM4 cells, ACh EC80, Fluo-8 calcium fluorescence;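 active means inhibition above its plate's cutoff, the mean inhibition of sample wells plus 3 SD, cut at about 27% in these data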;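 further: 0% = acetylcholine EC80 with DMSO and 100% = DMSO without agonist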
# Target sequence (P08173 whole entry, looked up): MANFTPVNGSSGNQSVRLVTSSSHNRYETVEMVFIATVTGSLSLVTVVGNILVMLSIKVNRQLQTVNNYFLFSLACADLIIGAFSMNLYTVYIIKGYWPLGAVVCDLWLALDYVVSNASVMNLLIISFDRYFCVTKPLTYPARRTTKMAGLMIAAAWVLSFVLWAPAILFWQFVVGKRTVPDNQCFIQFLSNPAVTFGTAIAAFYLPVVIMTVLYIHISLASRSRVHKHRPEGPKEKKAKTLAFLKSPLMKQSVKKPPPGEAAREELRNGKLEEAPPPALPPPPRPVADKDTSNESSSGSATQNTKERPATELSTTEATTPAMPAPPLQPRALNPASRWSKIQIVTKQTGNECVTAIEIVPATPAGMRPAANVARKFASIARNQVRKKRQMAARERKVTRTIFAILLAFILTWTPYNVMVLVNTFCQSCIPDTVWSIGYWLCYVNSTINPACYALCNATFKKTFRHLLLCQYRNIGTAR
# CHRM5 agonist = CHRM5 agonism in calcium assay. CHO-K1 hM5 cells, Fluo-8 calcium fluorescence; 0% DMSO wells, 100% maximal acetylcholine response. 0.19% of 360,000 active. AID 624037. P08912. activation, % at 3 µM;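 active means activation above the run's mean over test compounds plus 3 SD, cut at about 23% in these data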;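 further: signal is peak over basal fluorescence ratio across the kinetic read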
# M1 ag = activates human CHRM1 receptor | activation, % at 3 µM | 0.33% of 360,000 active | AID 588814 | P11229 | CHO-K1 hM1, Fluo-8 calcium fluorescence, agonist mode; 0% DMSO, 100% acetylcholine EC100;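 active means activation above the run's mean compound activation plus 3 SD, cut at about 16% in these data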;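 further: peak over basal fluorescence ratio within a 140 s kinetic read after compound addition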
# CHRM5 PAM = CHRM5 positive allosteric modulation | P08912 | CHO-K1 hM5, Fluo-8 calcium, ACh EC20 PAM; 0% = ACh EC20, 100% = ACh EC100 | activation, % at 3 µM | 0.3% of 360,000 active | AID 624038;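 active means activation above the run cutoff, the mean activation of all test compounds plus 3 SD, cut at about 18% in these data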
#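 Assay system: CHO-K1 hM5 cells. Also added: acetylcholine at EC20 concentration, added after compound. Dosing: 3 µM, single dose. Times: compound preincubation 140 s before EC20 acetylcholine addition. Signal: Fluo-8 calcium fluorescence. Measure: % activation relative to EC20 and EC100 ACh responses. Repeats: singlicate, one well per test compound.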
# TAAR1 ag = human TAAR1 agonism; AID 624467; 0.99% of 360,000 active; activation, % at 3 µM; CHO RD-HGA16 TAAR1, Fluo-8 calcium fluorescence; vehicle wells 0%, saturating PEA agonist 100%;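 active means activation above the mean activation of all test compounds in the run plus 3 SD, cut at about 38% in these data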
#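 Test system: RD-HGA16 (CHO) cells co-expressing Gα16 and hTAAR1; dosing: one-point dosing at 3 µM (nominal); timing: 17-24 h seeding, 75 min 37 °C dye, 30 min RT; signal: kinetic Fluo-8 calcium fluorescence; read-out basis: % activation relative to PEA EC100 response; controls: DMSO and PEA EC100; replicates: n 1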
# M4 ag = CHRM4 agonism in calcium assay; CHO-K1 hM4/Gqi5, Fluo-8 calcium fluorescence; vehicle 0%, full acetylcholine response 100%; activation, % at 3 µM; 0.14% of 360,000 active;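 active means activation above the run mean over all test wells plus 3 SD, cut at about 32% in these data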;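 further: peak over basal fluorescence ratio per well then scaled between controls; 0% = DMSO wells and 100% = acetylcholine at EC100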
# Active calls of the source: *; x = not tested or not shown.
SMILES,CHRM1 antagonist,M5 antag,M1 PAM,CHRM4 antagonist,CHRM5 agonist,M1 ag,CHRM5 PAM,TAAR1 ag,M4 ag
COc1ccc(-c2c(C#N)c(N)n(N)c(=O)c2C#N)cc1Cl,-3,9,5,3,2,-6,2,1,1
COc1ccc(C2(CNC(=O)c3ccccc3)CCOCC2)cc1,-20,-6,19,-4,0,-1,7,1,1
COCCN(Cc1ccccc1)C(=O)C1CCN(S(=O)(=O)c2ccc(OC)c(OC)c2)CC1,-9,5,6,5,1,-4,3,1,2
CC(Oc1ccc(Cl)cc1)c1ccnn1S(=O)(=O)c1ccc(Cl)cc1 (stereo unspecified),9,-9,-1,5,-4,-4,-2,5,-2
Cc1ccc2nc(-c3ccc(NC(=O)C(C)N4C(=O)c5ccccc5C4=O)cc3)sc2c1 (stereo unspecified),3,2,1,4,0,-3,-1,0,1
O=C(CCn1c(=O)oc2ccccc21)NCc1ccco1,2,1,-5,-5,0,-2,-3,3,-1
O=S(=O)(NCCCN1CCOCC1)c1ccc2c(c1)OCCO2,4,-4,11,3,2,-4,22*,9,0
C=CCOC(=O)C1C(=O)CC(C)(O)C(C(=O)OCC=C)C1c1ccc(OC)cc1 (stereo unspecified),-5,3,4,-4,2,-2,-1,1,2
CCS(=O)(=O)Nc1ccc(C2=NN(S(=O)(=O)c3ccc(F)cc3)C(c3ccco3)C2)cc1 (stereo unspecified),-8,10,6,2,4,-2,-3,11,9
COC(=O)c1c(C)[nH]c(C(=O)C(C)OC(=O)C2CC(=O)N(c3ccc(C)cc3)C2)c1C (stereo unspecified),26,17,-14,18,9,1,-11,7,14
CN(C)CC1CCCCC1OC(=O)c1ccc(S(=O)(=O)N(C)c2ccccc2)cc1 (stereo unspecified),22,13,-30,0,-6,-12,-1,14,5
C#CCSc1nnc(-c2sc3ccccc3c2Cl)o1,-4,0,-2,7,0,-9,-2,11,0
Cc1ccc(C(N)=S)c(C)c1,1,2,2,8,1,-4,-5,0,0
NC(=O)c1cc(-c2ccccc2)nc(N2CCOCC2)n1,-12,-6,0,-1,-2,-2,-1,10,1
COc1cc(-c2cc(-c3ccc(F)cc3)nc(N)c2C#N)ccc1O,-4,13,10,2,2,2,-8,4,6
O=C(O)c1ccc(/C=N/NC(=O)c2ccc3c(c2)OCCO3)cc1,-16,12,16,-1,-2,-1,-6,2,1
COCCSc1nnc(NC(=O)c2ccc3c(c2)OCO3)s1,-8,7,8,-1,2,-4,0,3,2
Cc1nc(N2N=C(c3ccc(Cl)cc3)CC2c2ccco2)sc1C(=O)N(C)C (stereo unspecified),5,2,-1,-5,-13,-5,-14,-2,8
Cc1cc(NC(=O)c2ccc(S(=O)(=O)Nc3ccccc3)cc2)no1,-3,3,2,-6,4,2,-6,14,3
CCCCc1ccc(NC(=S)NCc2cccc(OC)c2)cc1,1,8,4,-2,-5,-5,-9,3,2
CCC(C)C(NC(N)=O)C(=O)Nc1ccc(OCc2ccccc2)cc1 (stereo unspecified),1,17,3,0,2,-2,-2,2,1
N=c1n(CCO)c2ccccc2n1Cc1ccccc1Cl,-20,9,6,4,-4,-6,-3,9,0
COc1ccccc1C1c2ccc3ccccc3c2Oc2ncn(CCCO)c(=N)c21 (stereo unspecified),-3,1,4,-4,-2,-7,-2,x,5
CCCCNC(=O)Nc1ccccc1C(=O)NCc1ccco1,-8,-2,7,-8,3,4,-6,12,3
COCCNC(=S)N1CCN(c2nc(-c3cccc(OC)c3)cs2)CC1,-3,6,-1,4,1,1,-8,5,8
O=C(CN1CCCC1)Nc1ccc(F)c(Cl)c1,-18,-3,9,-15,1,-6,2,0,1
CCOC(=O)N1CCN(C(=O)c2ccc(Cl)nc2)CC1,-24,-6,7,7,1,-6,5,2,0
CC1(NC(=O)Cc2csc(-c3cccc(Cl)c3)n2)CCS(=O)(=O)C1 (stereo unspecified),-7,3,6,6,0,-4,2,1,1
O=C(NC1CCCCCC1)c1ccc2nc3cc(Cl)ccc3c(=O)n2c1,-9,3,6,-14,-1,-3,0,1,3
O=C1/C(=C/c2ccc(O)c(O)c2)SC(=S)N1Nc1ccccc1,15,22,-3,9,23,13,-16,x,18
CCc1ccccc1N/C(=N\S(=O)(=O)c1ccccc1)C(F)(F)F,-13,4,6,-9,-5,-5,6,2,0
N#CC1=C(N2CCCCC2)c2cc3c(n2C1=O)CCCC3,35*,13,-20,31*,-5,-4,-3,4,2
CCc1occc(=O)c1Oc1cc(NN2CCCCC2)c([N+](=O)[O-])cc1[N+](=O)[O-],-4,6,-16,3,-11,-10,-18,6,-1
O=C(Nc1ccc(-c2nc3ncccc3o2)cc1)c1ccc([N+](=O)[O-])o1,-13,4,11,6,-3,-2,-3,4,1
Cc1nc(-c2ccc([N+](=O)[O-])cc2)sc1C(=O)O,10,4,8,-2,1,2,4,0,1
Cc1ccc(S(=O)(=O)C/N=C(/NC(=S)N(c2ccccc2)c2ccccc2)c2ccccc2)cc1,-12,-10,7,-9,-5,-11,6,2,0
N#C/C(=C\c1ccccc1)C(=O)NNS(=O)(=O)c1cccc([N+](=O)[O-])c1,-4,13,4,-7,1,-1,2,1,0
COc1ccc(NC(=O)CSc2nnc(NC(=O)c3ccco3)s2)cc1OC,-8,-9,3,6,0,0,1,0,0
Cc1ccc(N(CC(=O)Nc2cc(Cl)ccc2Oc2ccccc2)S(C)(=O)=O)c(C)c1,-39,-2,-3,8,-1,-4,-6,7,0
Cn1c(=NC(=O)CSCC(=O)N2CCOCC2)sc2ccccc21,-14,3,9,-8,-4,-5,-2,9,1
CCCCCn1c(=O)c2ccccc2n2c(=S)[nH]nc12,-6,2,3,-10,2,-4,-6,3,0
COc1ccc(C2Nc3ccccc3NC3=C2C(=O)CC(C)(C)C3)cc1O (stereo unspecified),-7,-4,14,-10,6,2,0,7,1
O=C(NCCCN1CCCC1=O)c1cc(-c2ccc3c(c2)OCO3)nc2ccccc12,0,1,-2,1,2,-5,-12,9,14
O=C(N/N=C/c1ccc(-c2ccccc2[N+](=O)[O-])o1)c1cncc(Br)c1,0,-2,0,-2,0,-3,-7,12,8
CC1(Oc2ccc(Cl)cc2)CCN(Cc2cccn2-c2nccs2)C1 (stereo unspecified),-3,2,0,3,-1,-8,-3,4,2
Cc1cccc(NC(=O)COC(=O)CNC(=O)C2CCCCC2)c1,-26,-5,1,-2,0,-3,3,10,1
O=C(Nc1ccc(NC(=O)c2cccs2)cc1)c1ccc2ccccc2c1,-6,20,3,-10,-3,-4,-2,1,0
CN1C(C(=O)NCCc2cccs2)CC2Cn3c(nc4cc(Cl)c(Cl)cc43)C21 (stereo unspecified),2,10,1,1,3,-2,1,69*,5
Cc1ccc2nsnc2c1S(=O)(=O)N(Cc1ccco1)Cc1cc2ccc(C)c(C)c2[nH]c1=O,2,0,5,-4,-3,-3,-2,15,3
C=CCn1c(CCCNC(=O)CCC)nc2ccccc21,-3,-9,2,5,-1,-7,5,7,0
Cc1ccc[n+](CC(=O)c2ccc(Br)cc2)c1C,-6,-3,2,-3,-11,-9,12,0,0
Cc1nc(NC(=O)COC(=O)/C=C/c2ccco2)c(Cl)cc1Cl,-11,7,8,-4,-4,-7,2,1,0
COC(=O)C1=C(C)OC(N)=C(C#N)C1c1c(C)nn(-c2ccccc2)c1Cl (stereo unspecified),-7,-4,9,-5,-2,0,3,5,2
Cc1occc1C(=O)Nc1nnc(C2CCCCC2)s1,-7,-10,5,-22,-1,-3,3,16,1
CSc1nc2c(c(=O)[nH]c(=O)n2C)n1CCCc1ccccc1,-20,11,13,14,4,-3,-1,3,2
O=C(CNCC1CCCO1)Nc1ccc(N2CCCCCC2)cc1 (stereo unspecified),-2,0,1,-7,-3,-12,2,10,1
O=C(Nc1ccccc1Br)C1CCN(S(=O)(=O)c2cccs2)CC1,-17,-4,3,-12,6,-1,11,6,4
CCOC(=O)/C(C#N)=C/c1c(N2CCN(c3ccc(OC)cc3)CC2)nc2c(C)cccn2c1=O,-1,3,6,-15,-3,-3,-1,1,1
NC(CO)c1csc(Nc2ccc(C(F)(F)F)cn2)n1 (stereo unspecified),-15,1,11,-11,-1,-2,1,0,0
CC(=O)C1=CN(Cc2ccccc2)CCC1=O,-13,4,9,8,-2,-3,-1,1,2

# An excerpt from above with just CHRM1 antagonist and CHRM5 agonist:
canonical_smiles | CHRM1 antagonist | CHRM5 agonist
COc1ccc(C2Nc3ccccc3NC3=C2C(=O)CC(C)(C)C3)cc1O (stereo unspecified) | -7 | 6
O=C(NCCCN1CCCC1=O)c1cc(-c2ccc3c(c2)OCO3)nc2ccccc12 | 0 | 2
O=C(N/N=C/c1ccc(-c2ccccc2[N+](=O)[O-])o1)c1cncc(Br)c1 | 0 | 0
CC1(Oc2ccc(Cl)cc2)CCN(Cc2cccn2-c2nccs2)C1 (stereo unspecified) | -3 | -1
Cc1cccc(NC(=O)COC(=O)CNC(=O)C2CCCCC2)c1 | -26 | 0

# Next part.
SMILES,CHRM1 antagonist,M5 antag,M1 PAM,CHRM4 antagonist,CHRM5 agonist,M1 ag,CHRM5 PAM,TAAR1 ag,M4 ag
CCOC(=O)c1sc2nc(C(C)C)c3c(c2c1N)CCC3,-3,-2,4,-1,-2,-7,0,0,-1
C[C@]12c3[nH]c4ccc(Cl)cc4c3CCN1C(=O)[C@@H](CC(=O)NCC13CC4CC(CC(C4)C1)C3)C[C@@H]2C(=O)N1CCCCC1,-15,2,9,-7,0,-4,-3,1,1
Cc1ccc(NC(=O)c2ccc(S(=O)(=O)Nc3c(C)n(C)n(-c4ccccc4)c3=O)cc2)nc1,-14,-7,17,-11,-2,0,3,3,3
CCOc1cc(C(=O)N2CCN=C2SC)cc(OCC)c1OCC,-6,-4,7,8,-7,-3,-5,3,0
O=C(CN1CCNCC1)N1CCOCC1,14,5,-7,-4,0,-1,-4,x,1
O=S(=O)(c1cccs1)N1CCN(c2ccccc2Cl)CC1,-9,-10,10,-9,-3,0,4,0,2
COc1ccc(NC(=O)COC(=O)c2ccc3c(c2)OCO3)c(OC)c1,-1,11,11,-7,2,-1,4,2,0
COc1ccc(OC)c(NC(=O)C2(C)CCN2CCOc2ccccc2)c1 (stereo unspecified),0,-3,-6,-28,0,-3,-8,13,5
O=C(c1ccc2nc(-c3ccccc3)c(-c3ccccc3)nc2c1)N1CCCCC1,5,5,-5,-5,-13,-6,-2,-3,5
CN1CCN(C(=O)CCC(=O)O)CC1,-14,5,12,2,-3,-3,7,4,1
Cc1cc(Cl)ccc1NC(=S)N(CCCN1CCOCC1)Cc1cccs1,-7,2,1,-6,-7,-11,-6,5,1
Nc1nc(-c2ccccc2)cs1,7,5,0,19,-1,-3,-4,0,0
CSc1nnc(-c2ccccc2SC)o1,8,-2,-5,3,0,-7,-4,-1,6

# Random excerpt: 2 entries already listed, in no set order.
SMILES,CHRM1 antagonist,M5 antag,M1 PAM,CHRM4 antagonist,CHRM5 agonist,M1 ag,CHRM5 PAM,TAAR1 ag,M4 ag
CN(C)CC1CCCCC1OC(=O)c1ccc(S(=O)(=O)N(C)c2ccccc2)cc1 (stereo unspecified),22,13,-30,0,-6,-12,-1,14,5
CCC(C)C(NC(N)=O)C(=O)Nc1ccc(OCc2ccccc2)cc1 (stereo unspecified),1,17,3,0,2,-2,-2,2,1

# This is a subset; rates above refer to the full screens.
